Fam108B inh: Fam108B inhibition, counter-screen for RBBP9 inhibitors; recombinant Fam108B, FP-Rh probe fluorescence polarization; AID 1947; 0.33% of 300,000 active; inhibition, % at 9.51 µM;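 active means inhibition above the screen mean inhibition plus 3 SD, computed separately per campaign, cut at about 18% in these data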;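 further: inhibitors lower polarization as less probe binds the enzyme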
PME-1 primary: blocks human protein phosphatase methylesterase 1; Q9Y570; recombinant PME-1, FP-Rh probe fluorescence polarization; inhibition, % at 5.9 µM; 0.53% of 320,000 active; AID 2130;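 active means inhibition above the campaign mean of all compounds plus 3 SD, cut at about 26% in these data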;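 further: competitive labeling of PME-1 active site by serine hydrolase directed probe; 0% = PME-1 with DMSO and 100% = wells lacking PME-1 enzyme; inhibitors block probe labeling so polarization falls and inhibition rises; many of its hits are not listed in these tables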
Target sequence (Q9Y570 whole entry, looked up): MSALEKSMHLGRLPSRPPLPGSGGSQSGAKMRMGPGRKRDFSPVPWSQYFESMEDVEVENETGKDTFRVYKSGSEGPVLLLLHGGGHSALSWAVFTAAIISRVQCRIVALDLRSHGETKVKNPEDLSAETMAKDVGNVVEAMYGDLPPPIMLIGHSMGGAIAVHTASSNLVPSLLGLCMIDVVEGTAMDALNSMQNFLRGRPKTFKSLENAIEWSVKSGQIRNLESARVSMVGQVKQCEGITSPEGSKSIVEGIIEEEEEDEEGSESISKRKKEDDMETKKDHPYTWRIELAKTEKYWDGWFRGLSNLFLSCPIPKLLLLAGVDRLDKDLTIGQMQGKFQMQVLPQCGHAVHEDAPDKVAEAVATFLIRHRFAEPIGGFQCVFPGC
pPAFAH FP inh: inhibitors of human plasma PAF acetylhydrolase (pPAFAH); inhibition, % at 3.39 µM; 1.5% of 330,000 active; Q13093; AID 463082; recombinant pPAFAH, FP-rhodamine probe fluorescence polarization;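 active means inhibition above the mean inhibition across the screen plus 3 SD, cut at about 25% in these data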;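 further: inhibitors block binding of the rhodamine activity-based probe so polarization drops; 0% = enzyme with DMSO and 100% = wells lacking pPAFAH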
MCL1 BIM primary: MCL1-BIM-BH3 interaction inhibition (human); Q07820; GST-MCL1 / FITC-Bim-BH3 fluorescence polarization; inhibition, % at 10.9 µM; 0.68% of 320,000 active; AID 2057;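 active means inhibition above the mean inhibition of all tested compounds plus 3 SD, set per campaign, cut at about 40% in these data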;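 further: 0% = DMSO wells and 100% = unlabeled Bim-BH3 peptide control; higher means more loss of mP so more displacement of Bim peptide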
Bcl-xL primary: blocks human Bcl-xL binding to Bim BH3 peptide; Q07817; GST-Bcl-xL / FITC-Bim BH3 peptide fluorescence polarization; inhibition, % at 10.9 µM; 0.7% of 320,000 active; AID 2129;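 active means inhibition above the mean of all tested compounds plus 3 SD, cutoff set per campaign, cut at about 30% in these data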;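 further: 0% = DMSO wells and 100% = unlabeled Bim-BH3 peptide competitor; inhibitors lower millipolarization by displacing the labeled peptide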
GLD-1 RNA inh: GLD-1-TGE RNA interaction inhibition (C. elegans). purified GLD-1 + fluorescein TGE RNA, fluorescence polarization. 0.44% of 320,000 active. inhibition, % at 5.96 µM. Q17339;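 active means percent inhibition above a per-plate cutoff, the plate mean of test compounds plus 3 SD, cut at about 30% in these data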;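 further: 0% = DMSO wells with GLD-1 and probe and 100% = wells lacking GLD-1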
AHR activator: human AHR activation. activation, % at 5 µM. AID 2796. 2.5% of 320,000 active. P35869. AHR-responsive luciferase reporter cells, luminescence; in the data active means activation above about 47%;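 further: 0% = vehicle wells and 100% = reference agonist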
PAFAH1B2 FP inh: inhibitors of human PAFAH1B2 | 1.2% of 340,000 active | AID 492953 | inhibition, % at 3.39 µM | recombinant PAFAH1B2, FP-rhodamine activity probe, fluorescence polarization;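 active means inhibition above the mean of all tested compounds plus 3 SD, cut at about 24% in these data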;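 further: 0% = enzyme with DMSO and 100% = wells lacking PAFAH1B2; many of its hits are not listed in these tables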
MEX-5 binding: C. elegans MEX-5 TCR-2 RNA binding activity; MEX-5/FITC-TCR2 RNA binding, fluorescence polarization; active compounds read low; activity score (negative = inhibition of binding), % at 10 µM; 0.38% of 300,000 active; AID 1832;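 active means inhibition past about -25% in most replicates, and total fluorescence under double the plate's negative control median, limit read from the data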;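 further: 0% = DMSO and -100% = 5 µM competing unlabeled TCR2 RNA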
Target sequence (Q9XUB2 whole entry, looked up): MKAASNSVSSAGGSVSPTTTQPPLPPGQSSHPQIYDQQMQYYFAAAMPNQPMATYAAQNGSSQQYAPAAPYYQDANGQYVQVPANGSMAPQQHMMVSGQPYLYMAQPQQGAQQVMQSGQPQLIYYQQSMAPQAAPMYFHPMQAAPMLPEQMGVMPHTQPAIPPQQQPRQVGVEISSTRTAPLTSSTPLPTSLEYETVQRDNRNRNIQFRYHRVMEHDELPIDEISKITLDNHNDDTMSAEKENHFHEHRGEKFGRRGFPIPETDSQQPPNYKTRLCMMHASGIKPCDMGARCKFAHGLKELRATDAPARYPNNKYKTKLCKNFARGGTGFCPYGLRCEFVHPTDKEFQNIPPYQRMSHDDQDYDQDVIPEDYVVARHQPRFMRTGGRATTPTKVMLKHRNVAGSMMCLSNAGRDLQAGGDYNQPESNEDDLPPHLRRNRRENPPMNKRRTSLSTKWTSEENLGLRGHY
The depositor's hits bear a star; nt = not tested or not shown. Only part of the results is shown; rates above refer to the full screens.

The line under a structure holds: Fam108B inh	PME-1 primary	pPAFAH FP inh	MCL1 BIM primary	Bcl-xL primary	GLD-1 RNA inh	AHR activator	PAFAH1B2 FP inh	MEX-5 binding
- CC(=O)Oc1ccc(-c2ccc(C(=O)NCCc3ccc(S(N)(=O)=O)cc3)cc2)cc1
    -16	-20	-4	-28	-24	1	-1	-3	0.0
- O=C(Nc1nc2ccc(Oc3ccccc3)cc2s1)c1cc([N+](=O)[O-])ccc1N1CCOCC1
    0	0	7	2	1	-2	0	0	-0.4
- COc1cccc2c1OC[C@@H](CO)[C@H]2N(C)C(=O)Nc1ccc(Cl)cc1Cl
    6	-1	16	-8	-1	3	-5	2	-3.1
- COc1ccc(C(=O)N2CCCc3ccccc32)cc1Br
    -1	-7	0	-8	0	2	0	1	-2.0
- Cc1ccc(NC(=O)CSc2nc3c(c(=O)[nH]2)CCCC3)cc1C
    2	2	4	-3	-2	1	4	0	-0.8
- C[C@H](NC(=O)c1ccc(C(C)(C)C)cc1)C(=O)N1CCC2(CC1)NCCc1[nH]cnc12
    2	3	2	4	4	0	0	4	2.8
- N=c1oc2ccc(Cl)cc2cc1C(=O)Nc1ccc(F)cc1
    -2	1	0	5	-3	-8	44	9	-0.8
- O=C1NN=C(CSc2n[nH]c(=S)s2)CS1
    -1	-3	6	-31	-19	7	0	3	-0.3
- COCCn1c(SCC(=O)N2CC(=O)Nc3ccccc32)nc2ccccc2c1=O
    0	-2	1	4	-1	3	4	-1	-2.0
- CCOC(=O)CN1NC2(CCCCC2)NC1=S
    1	-5	-3	-3	4	-1	-1	5	1.1
- Cn1nccc1NC(=O)Nc1cccc(Cl)c1Cl
    -2	-8	-6	-8	0	2	6	-4	-1.8
- O=C(c1ccccc1)c1ccc(C(=O)N2CCN(c3ccc(O)cc3)CC2)cc1
    nt	nt	6	nt	nt	7	3	4	nt
- CC(NS(=O)(=O)c1ccccc1)C(c1cccs1)N1CCN(c2ccccc2)CC1 (stereo unspecified)
    0	2	2	-4	-2	3	1	0	-1.4
- CCCCOc1ccc(C2=CSC3=NCCN23)cc1[N+](=O)[O-]
    2	3	4	7	3	0	7	2	-0.9
- COC(=O)[C@H](CCSC)NC(=O)NCc1ccc(S(N)(=O)=O)cc1
    4	-3	5	5	-1	-1	-2	3	2.4
- NC(=O)c1cccnc1Oc1ccccc1
    -1	5	-1	1	3	-2	-3	-3	1.9
- CCOc1ccc(C(NC(=O)c2ccco2)c2ccc(OC)c(OC)c2)cc1 (stereo unspecified)
    0	0	0	5	4	-5	2	1	0.0
- N#CCSc1nnc(-c2ccc(S(=O)(=O)N3CCOCC3)cc2)n1CC1CCCO1 (stereo unspecified)
    0	-1	3	-5	-5	-1	0	-3	-1.8
- CN1C(=O)C(C)(C)c2cc(S(=O)(=O)NCC(=O)NCc3ccccc3)ccc21
    -6	-3	4	-2	2	7	0	1	-2.1
- COc1cc(C(=O)N2CCN(S(=O)(=O)c3ccc(C)cc3)CC2)ccc1OCc1c(C)noc1C
    0	-1	12	1	0	1	-1	5	-3.0
- Cc1[nH]nc2c1/C(=N\O)CCC2
    1	7	1	11	6	9	-1	0	2.8
- C=CCN1C(=O)c2ccc(C(=O)N(CC)CC(=O)Nc3ccc(OC)cc3)cc2C1=O
    0	6	0	1	7	7	-2	-3	0.5
- N#Cc1c(NC2CCCCC2)nc(-c2ccco2)c2c1CCCC2
    4	2	1	4	9	-12	8	16	0.1
- CN(CCc1ccccn1)C(=O)c1cccnc1Oc1ccccc1
    0	-4	0	-5	4	0	0	3	2.4
- c1ccc2sc(NC3=NCN(CC4CCCO4)CN3)nc2c1 (stereo unspecified)
    6	-2	3	6	8	1	14	4	-1.2
- Cc1c(C(=O)C(=O)N2CCN(C)CC2)c2ccccc2n1C
    2	-1	0	3	6	1	1	0	-1.4
- Cc1ccc(C(=O)CN(CCC(=O)O)S(=O)(=O)c2ccc([N+](=O)[O-])cc2)cc1
    6	4	5	7	-1	1	1	9	nt
- CCN(c1ccccc1)S(=O)(=O)c1ccc(C(=O)NCC(=O)Nc2ccc(F)c(F)c2F)cc1
    nt	nt	-2	nt	nt	5	0	1	nt
- O=C1Cc2cc(NS(=O)(=O)c3ccc(F)cc3)cc3c2N1CCC3
    -1	-4	17	-2	5	7	5	0	2.9
- O=C(O)CN(CCc1ccccc1)S(=O)(=O)c1ccccc1
    5	3	2	-4	-2	-6	1	8	-0.4
- Cc1c(C(=O)N2CCCCCC2)oc2ccccc12
    0	2	5	8	9	-6	5	4	-1.0
- Cc1ccc([N+](=O)[O-])cc1NC(=O)CSc1nncc2ccccc12
    0	5	1	8	8	-4	3	5	-1.5
- Cc1ccccc1-c1nnn(Cc2cccc(S(=O)(=O)N3CCOCC3)c2)n1
    nt	5	4	3	2	2	0	-5	nt
- O=C(NCCc1ccccc1)c1nc(CS(=O)(=O)c2ccc(Cl)cc2)no1
    2	-3	9	-3	-1	-4	1	23	0.8
- COc1cc(/C=C/C(=O)OCC(=O)N(C)CC(=O)Nc2ccc(F)cc2)ccc1OC(F)F
    nt	-7	4	-1	-1	6	0	-2	nt
- Cc1cccc(NC(=O)C2CCCN2C(=O)OCC(C)C)c1 (stereo unspecified)
    -2	4	3	4	2	10	-1	3	-1.4
- COc1ccccc1C(=O)NC(=O)COC(=O)c1nccnc1N
    nt	nt	6	nt	nt	12	3	4	nt
- CN(C)S(=O)(=O)c1ccc(NC=C(C#N)C#N)cc1
    3	-2	6	4	12	-7	3	1	-2.1
- COCCOC(=O)c1sc(=S)n(CCOC)c1N
    31*	35*	27*	105*	90*	66*	15	14	-19
- O=[N+]([O-])c1ccc(N2CCC(O)CC2)nc1
    1	-3	4	5	3	2	-1	5	2.0
- Cc1nn2c(C)c(C(=O)Nc3ccccc3)cnc2c1C#N
    -2	6	0	-8	-5	-7	-5	0	1.4
- COc1cc(CC(=O)OCC(=O)NC2CC2)cc(OC)c1OC
    -2	1	4	-17	-6	4	-1	11	-2.5
- C=CCn1c(SCC(N)=O)nnc1-c1cnccn1
    -1	1	4	4	2	6	0	-3	3.1
- CC(CCc1ccccc1)NC(=O)C1CCN(S(=O)(=O)N2CCCCC2)CC1 (stereo unspecified)
    6	-3	-9	0	-1	-7	-3	-5	0.5
- OC(CNCCc1ccc(C(F)(F)F)cc1)COc1ccc2ccccc2c1 (stereo unspecified)
    1	5	-4	-2	0	12	2	9	4.4
- Cc1cc(C)c2nc(N3C(=O)C(O)=C(C(=O)c4ccco4)C3c3cccc(O)c3)sc2c1 (stereo unspecified)
    nt	-7	-2	9	6	-4	7	1	nt
- COc1ccccc1CN1CC(C(=O)NCc2nccn2C)CCC1=O (stereo unspecified)
    -3	4	6	1	4	-1	0	2	1.8
- O=C1CN(C(=O)c2ccccc2)c2ccccc2N1
    -4	-6	4	0	2	0	-1	19	1.8
- CCOC(=O)C1CCN(Cc2ccc(OCc3ccccc3)c(OC)c2)CC1
    3	-2	72*	10	9	-3	-2	1	3.6
- Cc1noc(C)c1C(=O)OCC(=O)NCCc1ccc(S(N)(=O)=O)cc1
    nt	nt	4	nt	nt	5	-2	2	nt
- CC1CC1C(=O)OCC(=O)NC(=O)NC12CC3CC(CC(C3)C1)C2 (stereo unspecified)
    1	-3	2	5	5	0	1	10	1.5
- CCN1CCN(CC(=O)Nc2ccc(S(=O)(=O)N3C(C)CCCC3C)cc2)CC1 (stereo unspecified)
    -6	-6	0	-1	3	-4	1	4	-0.1
- O=C(O)c1cccc(NC(=O)c2cccc(NC(=O)C3CCCO3)c2)c1 (stereo unspecified)
    1	7	-3	7	1	1	-2	4	0.5
- Cc1ccc2c(=O)cc(C(=O)Nc3ccc(S(=O)(=O)Nc4onc(C)c4C)cc3)oc2c1
    1	-12	16	5	10	3	-1	5	-0.1
- Cc1ccc(Cl)cc1NC(=O)c1ccccn1
    -3	-2	4	2	-3	-2	-2	8	-2.2
- CCOC(=O)c1nc(C)nc(Sc2n[nH]c(-c3ccccc3)n2)c1C
    -2	1	4	17	5	-1	2	4	2.4
- CC(C)=CCc1c(O)ccc(C2COc3c(CC=C(C)C)c(O)cc(O)c3C2=O)c1O (stereo unspecified)
    -5	-8	6	-1	3	3	7	-1	1.2
- Cc1cccc(NC(=O)CSc2nc(NS(=O)(=O)c3ccccc3)cc(=O)[nH]2)c1
    1	-17	4	4	5	-6	0	1	-0.8
- Cc1c(NC(=O)c2ccc(NS(=O)(=O)c3ccc(F)c(F)c3)cc2)c(=O)n(-c2ccccc2)n1C
    nt	nt	4	nt	nt	5	-1	2	nt
- O=C(Cn1cnc2c(NC(=O)OCc3ccccc3)ncnc21)NCc1ccccn1
    nt	-8	3	4	-2	1	1	-4	nt

Next part.
The line under a structure holds: Fam108B inh	PME-1 primary	pPAFAH FP inh	MCL1 BIM primary	Bcl-xL primary	GLD-1 RNA inh	AHR activator	PAFAH1B2 FP inh	MEX-5 binding
- COc1cc(C(c2sc3nc(C)nn3c2O)N2CCN(c3ccccc3)CC2)cc(OC)c1OC (stereo unspecified)
    -1	0	4	0	4	12	2	0	0.5
- O=C1Nc2ccccc2N(O)N1c1cc(-c2ccccc2)[nH]n1
    3	6	10	6	1	-2	2	2	3.4
- COc1ccccc1CNC(=O)c1ccccc1OC
    0	1	1	2	3	8	1	1	-0.5
- COC(=O)c1ccc2c(=O)n(CC3CCCO3)c(=S)[nH]c2c1 (stereo unspecified)
    -8	5	0	8	8	4	4	0	-1.0

An excerpt from above in order of heavy-atom count, lowest first:
The line under a structure holds: Fam108B inh	PME-1 primary	pPAFAH FP inh	MCL1 BIM primary	Bcl-xL primary	GLD-1 RNA inh	AHR activator	PAFAH1B2 FP inh	MEX-5 binding
- Cc1ccc(Cl)cc1NC(=O)c1ccccn1
    -3	-2	4	2	-3	-2	-2	8	-2.2
- COc1ccccc1CNC(=O)c1ccccc1OC
    0	1	1	2	3	8	1	1	-0.5
- O=C1Nc2ccccc2N(O)N1c1cc(-c2ccccc2)[nH]n1
    3	6	10	6	1	-2	2	2	3.4
- CCOC(=O)c1nc(C)nc(Sc2n[nH]c(-c3ccccc3)n2)c1C
    -2	1	4	17	5	-1	2	4	2.4
- O=C(O)c1cccc(NC(=O)c2cccc(NC(=O)C3CCCO3)c2)c1 (stereo unspecified)
    1	7	-3	7	1	1	-2	4	0.5
- Cc1cccc(NC(=O)CSc2nc(NS(=O)(=O)c3ccccc3)cc(=O)[nH]2)c1
    1	-17	4	4	5	-6	0	1	-0.8
- O=C(Cn1cnc2c(NC(=O)OCc3ccccc3)ncnc21)NCc1ccccn1
    nt	-8	3	4	-2	1	1	-4	nt
- Cc1ccc2c(=O)cc(C(=O)Nc3ccc(S(=O)(=O)Nc4onc(C)c4C)cc3)oc2c1
    1	-12	16	5	10	3	-1	5	-0.1
- COc1cc(C(c2sc3nc(C)nn3c2O)N2CCN(c3ccccc3)CC2)cc(OC)c1OC (stereo unspecified)
    -1	0	4	0	4	12	2	0	0.5

Screens (PubChem)
